# PPC-1+TRAIL kill – compounds killing PPC-1 cancer cells with TRAIL present, primary screen, TRAIL potentiator project, ATPLite luminescence, uHTS | PPC-1 cells + TRAIL, ATPLite viability luminescence | cell killing (% activity), % at 4 µM | hit rate 0.41% among 220,000 | AID 1443, 2008;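 active = cell killing above 50% in the first pass at 4 µM, then a duplicate retest at 5 µM averaging 50% or more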;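 also: plate controls were cells with TRAIL plus DMSO for no effect and medium-only wells lacking cells for full effect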
# Tb hexokinase – Trypanosoma brucei hexokinase 1 inhibitors, primary screen, biochemical, G6PDH-coupled NADH absorbance, MLSCN library; inhibition, % at 10 µM; recombinant TbHK1, G6PDH-coupled NADH A340; AID 1430, 2008; hexokinase 1 [Trypanosoma brucei]; hit rate 0.11% among 220,000;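 active = inhibition of 50% or more in the single-dose primary screen; inactive = inhibition below 50%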
# TRPN1 ag – zebrafish TRPN1 channel agonists, primary screen, cell-based, HEK293, calcium fluorescence; transient receptor potential cation channel N1 (TRPN1/NompC), Danio rerio; HEK293 zebrafish TRPN1-YFP, Fluo-8 calcium fluorescence; 100% = response to 87 µM carbachol; activation, % at 3 µM; hit rate 0.18% among 220,000; AID 1424, 2008;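 active = activation above its plate's cutoff, the mean activation of test wells on that plate plus 3 SD, cut at about 19% in these data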;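 also: 0% = DMSO alone and 100% = 87 µM carbachol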
#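 Material: zebrafish TRPN1-YFP in HEK293 cells; Doses: single test compound dose, 3 µM nominal, 0.3% DMSO; Timing: dye loading 1 h at 37 °C, then 30 min room temperature; Technique: intracellular calcium fluorescence with Fluo-8; Benchmarks: high carbachol 87 µM, low DMSO alone.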
# Furin inh – human furin inhibitors, primary screen, biochemical, fluorescence intensity; purified furin, fluorogenic substrate cleavage; hit rate 0.061% among 220,000; inhibition, % at 30 µM; P09958; in the data active = inhibition above about 25%; also: inactives centre near -15
# TRPML3 agonist – human TRPML3 channel agonists, primary screen, cell-based, HEK293 TRPML3-YFP, Fluo-8 calcium fluorescence, 3 µM; Mucolipin-3 (Homo sapiens), Q8TDD5; 100% = the carbachol control signal; activation, % at 3 µM; hit rate 0.29% among 220,000;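 active = activation above its plate's cutoff, the mean activation of the plate's test wells plus 3 SD, cut at about 12% in these data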;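 also: 0% = DMSO only wells and 100% = carbachol wells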
# Target sequence (Q8TDD5 whole entry, looked up): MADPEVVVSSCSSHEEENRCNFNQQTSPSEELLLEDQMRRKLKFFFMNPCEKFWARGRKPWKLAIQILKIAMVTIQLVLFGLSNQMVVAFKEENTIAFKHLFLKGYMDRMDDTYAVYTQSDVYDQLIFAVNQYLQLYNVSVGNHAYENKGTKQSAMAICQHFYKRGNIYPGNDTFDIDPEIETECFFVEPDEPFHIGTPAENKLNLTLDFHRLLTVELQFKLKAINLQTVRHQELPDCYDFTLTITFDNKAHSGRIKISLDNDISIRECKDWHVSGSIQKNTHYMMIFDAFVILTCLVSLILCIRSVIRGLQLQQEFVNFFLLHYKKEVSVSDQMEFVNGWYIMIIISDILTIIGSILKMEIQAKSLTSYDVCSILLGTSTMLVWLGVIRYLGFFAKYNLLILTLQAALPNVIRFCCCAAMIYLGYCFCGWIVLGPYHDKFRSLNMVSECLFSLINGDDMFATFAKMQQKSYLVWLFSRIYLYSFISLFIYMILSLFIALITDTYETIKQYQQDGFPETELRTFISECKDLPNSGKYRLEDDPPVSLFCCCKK
#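 Test system: TRPML3-YFP stable HEK293 cells. Doses: single point at 3 µM. Incubation: dye loading 1 h 37 °C then 30 min ambient, 125 s read. Signal: Fluo-8 calcium dye fluorescence, ex 470-495, em 515-575 nm. Measure: percent activation from peak-to-basal fluorescence ratio, scaled between DMSO and carbachol.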
# thrombin 1536 – human alpha-thrombin inhibitors, primary screen, counter-screen for coagulation protease inhibitor project, biochemical, 1536-well, fluorogenic AMC substrate; hit rate 0.26% among 220,000; inhibition, % at 5 µM; Boc-VPR-AMC fluorogenic substrate cleavage;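 active = inhibition at or above 40%; inactive = inhibition below 40%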;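 also: 0% = enzyme with no compound and 100% = wells without enzyme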
#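 Test system: human alpha-thrombin; medium: pH 7.5 Tris-saline with Tween 20; times: reaction at room temperature; signal: AMC fluorescence at 355 nm excitation and 460 nm emission; also added: Boc-VPR-AMC substrate, 15 µM final; dosing: one concentration per compound, 5 µM, with 0.2% DMSO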
# Calpain2 inh – inhibitors of pig calpain II, primary screen, biochemical, fluorogenic peptide substrate, 1536-well; purified calpain II, 30 min; AID 1236, 2008; inhibition, % at 16 µM; hit rate 0.37% among 220,000;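 active = inhibition above about 50%, limit read from the data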
# EBV gp42 block – Epstein-Barr virus gp42 inhibitors, primary screen, biochemical, uHTS, fluorescence polarization | Glycoprotein 42 (Epstein-Barr virus (strain AG876)), Q1HVG2 | Fluorescence polarization binding assay, mP read-out | inhibition, % (tested at 21.74 µM) | hit rate 0.42% among 220,000; in the data active = inhibition above about 50%
# Target sequence (Q1HVG2 whole entry, looked up): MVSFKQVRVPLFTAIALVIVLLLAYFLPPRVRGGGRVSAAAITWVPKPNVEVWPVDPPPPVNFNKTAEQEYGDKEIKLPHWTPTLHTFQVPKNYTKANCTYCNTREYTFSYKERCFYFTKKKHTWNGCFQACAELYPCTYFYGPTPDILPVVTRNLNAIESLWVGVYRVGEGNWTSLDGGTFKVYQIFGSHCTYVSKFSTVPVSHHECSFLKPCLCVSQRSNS
# Cl transport mod – KCC2 cotransporter modulators, thallium flux, primary screen, cell-based, HEK293 KCC2, FluoZin-2 fluorescence, MLSMR; Solute carrier family 12 member 5 (Homo sapiens), Q9H2X9; KCC2 cells, thallium flux FluoZin-2 fluorescence; B-score of Tl+ flux slope (higher = more flux/activation; lower = inhibition) at 10 µM; hit rate 2.2% among 190,000;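 active = thallium flux slope and its plate-corrected score both differing from the plate sample mean at a set confidence after two filtering rounds, in either direction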;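 also: slope of fluorescence scaled to starting intensity during 10 to 20 s after thallium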
# * marks the source's active call; other numbers are inactive results; i = inactive; · = not tested or not shown; [ ] = dose if it differs, or a comment.
SMILES,PPC-1+TRAIL kill,Tb hexokinase,TRPN1 ag,Furin inh,TRPML3 agonist,thrombin 1536,Calpain2 inh,EBV gp42 block,Cl transport mod
COc1ccc(C2CC(=O)c3cnc(NC(=O)c4cc(OC)cc(OC)c4)nc3C2)cc1 (centres undefined),5.0,-3.4,0.6,0.5,-0.7,1.2,-14.0,-10.5,1.2
CC(C)CCN1CCN(Cc2cc(F)ccc2-n2cccn2)CC1CCO (centres undefined),7.5,-0.5,-2.0,-19.3,0.5,-3.8,-12.1,7.9,0.454
O=S(=O)(c1ccc(N2CCCC2)cc1)C(F)(F)F,23.4,-5.5,4.0,-31.3[20 µM],2.3,-6.6,15.1,3.8,-0.0699
Cc1ccc2nc(C3CCCN(C(=O)NCc4ccccc4)C3)[nH]c2c1 (centres undefined),-10.2,2.4,-2.3,-5.1,-0.4,4.7,-12.8,2.9,-1.04
CCOc1ccccc1C(=O)N(Cc1cccs1)C1CCS(=O)(=O)C1 (centres undefined),-9.6,-1.1,0.1,-21.5,0.1,3.8,-6.4,-11.1,·
COCn1c(-c2cccc(Br)c2)nc2ccccc21,-12.9,4.4,-2.5,-20.0,-0.8,-2.3,·,·,-1.39
COC(=O)CSc1nc(N)c(C#N)c(-c2ccc(O)cc2)c1C#N,7.0,-46.3,-0.2,-11.8,1.0,0.7,26.3,-7.8,-0.507
Cc1onc(-c2ccccc2)c1-c1ccc(S(N)(=O)=O)cc1,19.1,·,1.2,·,0.1,·,-7.8,-2.0,3.02
Cn1c(CSc2nc3ccc(Br)cc3[nH]2)nc2ccccc21,6.7,0.8,-1.8,-23.2,-0.9,5.2,-10.2,-11.1,-2.61
COc1cc(-c2nnc(-c3ccc(S(=O)(=O)c4ccccc4)cc3)o2)cc(OC)c1OC,1.0,-7.2,1.5,-26.7,-0.3,1.8,i,5.2,·
CCCCc1n(CC(=O)c2ccc(Cl)cc2)c2ccccc2[n+]1C,-0.5,-3.4,-0.6,-4.5,0.7,-7.2,-11.9,1.1,1.1
Cn1c(Cc2cccs2)nnc1SCC(=O)N1CCCc2ccccc21,-7.2,-0.5,-0.8,-7.2[20 µM],0.5,-0.8,14.2,-17.2,-0.786
c1ccc2c(N3CCOCC3)nc(-c3ccncc3)nc2c1,7.1,-20.8,1.3,-10.4[20 µM],0.0,5.1,-10.3,-15.1,-0.831
Cc1ccc(OCC(=O)O/N=C(\N)c2ccccn2)cc1C,14.4,-12.3,0.6,-14.6,0.6,-1.6,-17.3,-13.6,-0.0248
Cc1ccc(C(=O)N/C(=C/c2cccs2)C(=O)NCC2CCCO2)cc1 (centres undefined),11.0,-6.9,-0.5,-15.5,0.3,-2.3,-7.3,-1.6,1.2
CC1C2CC(C(CN(C)C)/C2=N/O)C1(C)C (centres undefined),-13.6,11.9,0.8,-5.1,0.4,-1.4,-12.0,-11.8,0.31
Cc1ccc2nsnc2c1S(=O)(=O)N(Cc1ccco1)Cc1cc2cccc(C)c2[nH]c1=O,6.7,2.1,1.9,-17.2,0.7,3.9,-129.3,-21.0,·
O=C(CN1CCCCCC1)Nc1cccc([N+](=O)[O-])c1,-5.4,2.5,1.3,-24.8,0.1,-0.4,33.7,-13.0,0.668
CCC(=O)c1ccc(OCC(O)CN2CCN(S(=O)(=O)N3CCCCC3)CC2)cc1 (centres undefined),37.7,5.2,2.6,-11.1[20 µM],1.7,2.9,-5.4,-22.8,0.0239
O=C(Cc1cccs1)NCc1ccccc1,2.6,-4.4,0.4,-17.8,0.8,-3.4,-2.6,-10.2,0.221
COC(=O)CC1=C(C)C(=O)CC2C(C)(C)CCCC12C (centres undefined),-19.7,-3.6,0.2,-19.7,0.9,1.7,28.6,-1.0,·
O=C(O)c1ccccc1/C=N/N1CCN(C2c3ccccc3-c3ccccc32)CC1,-0.3,-12.8,0.1,-17.4,0.2,-4.8,-67.1,2.3,-0.035
Cc1ccccc1N(CC(=O)Nc1ccc(F)cc1)S(C)(=O)=O,1.3,-1.0,1.4,-6.8,0.8,4.4,-1.0,-9.4,0.773
CCOC(=O)c1sc(=S)n(CC)c1NC(=O)C1CC1,9.3,-27.6,0.9,-6.1,0.0,-6.4,6.2,-17.3,-0.198
CC1CCCC(NC(=O)C2c3ccccc3C(=O)N2Cc2cccs2)C1C (centres undefined),24.8,0.7,-2.8,-9.7,-0.6,-3.7,16.6,7.6,-0.195

# Looked up by compound from the entries so far, 5 records:
SMILES,PPC-1+TRAIL kill,Tb hexokinase,TRPN1 ag,Furin inh,TRPML3 agonist,thrombin 1536,Calpain2 inh,EBV gp42 block,Cl transport mod
CCC(=O)c1ccc(OCC(O)CN2CCN(S(=O)(=O)N3CCCCC3)CC2)cc1 (centres undefined),37.7,5.2,2.6,-11.1[20 µM],1.7,2.9,-5.4,-22.8,0.0239
CCCCc1n(CC(=O)c2ccc(Cl)cc2)c2ccccc2[n+]1C,-0.5,-3.4,-0.6,-4.5,0.7,-7.2,-11.9,1.1,1.1
O=C(CN1CCCCCC1)Nc1cccc([N+](=O)[O-])c1,-5.4,2.5,1.3,-24.8,0.1,-0.4,33.7,-13.0,0.668
Cc1ccc2nsnc2c1S(=O)(=O)N(Cc1ccco1)Cc1cc2cccc(C)c2[nH]c1=O,6.7,2.1,1.9,-17.2,0.7,3.9,-129.3,-21.0,·
O=S(=O)(c1ccc(N2CCCC2)cc1)C(F)(F)F,23.4,-5.5,4.0,-31.3[20 µM],2.3,-6.6,15.1,3.8,-0.0699

# (list continues)
SMILES,PPC-1+TRAIL kill,Tb hexokinase,TRPN1 ag,Furin inh,TRPML3 agonist,thrombin 1536,Calpain2 inh,EBV gp42 block,Cl transport mod
COc1ccc(OCC(=O)Nc2cccc(OC)c2)cc1,26.8,1.5,1.1,-19.3,-0.2,-1.5,-5.1,-3.9,0.0344
Cc1nn(-c2ccccc2)c2c1C(c1cccc([N+](=O)[O-])c1)N(c1ccccc1)C(=O)N2 (centres undefined),-8.6,-6.2,2.0,-17.6,3.0,0.6,-18.9,-10.5,0.197
CN=C(NC(=O)Nc1c(C)cccc1C)NC(=O)Nc1c(C)cccc1C,3.6,-3.0,-0.3,-28.9,1.5,-10.2,2.9,-5.0,-0.247
CNC(=O)/C(C#N)=C/c1cccc(Oc2ccccc2)c1,12.0,-12.9,2.2,-21.4,0.5,-6.4,-6.9,-5.0,-1.34
COc1cccc(CN2CCN(Cc3nc(C(C)C)cs3)CC2CCO)c1 (centres undefined),·,-4.3,6.1,-30.0,2.2,-1.9,-19.6,-3.5,0.452
O=c1cc(-c2ccc(O)cc2)oc2c(C3OCC(O)C(O)C3O)c(O)c(C3OC(CO)C(O)C(O)C3O)c(O)c12 (centres undefined),8.4,-38.1,·,-1.0,·,5.1,-2.9,-19.4,0.278
O=C1[C@@H]2[C@@H]3C[C@@H]([C@H]4ON=C(c5ccc(OCc6ccccc6)cc5)[C@@H]34)[C@@H]2C(=O)N1c1ccc2c(c1)OCO2,3.1,-10.8,-0.8,-11.4,0.9,-0.5,-94.3,-0.8,-0.431
Cc1cc(NC(=O)C2Oc3ccccc3OC2C)no1 (centres undefined),-22.1,-3.1,-1.4,-9.7,0.2,-0.8,-8.3,-8.4,0.0892
Fc1ccc(N/N=C(/c2ccccc2)c2ccccn2)cc1,7.6,-9.5,0.7,-9.2,0.5,-2.8,10.4,-4.3,1.03
CN1C(=O)c2cccc(NC(=O)Cc3ccccc3)c2C1=O,7.1,-6.6,0.8,-7.8,0.3,-0.8,-42.0,-24.9,-1.72
Cc1cccc(C(=O)NNS(=O)(=O)c2ccccc2)c1O,0.6,-6.0,-0.5,-32.8,0.5,-11.1,-31.3,-2.9,0.047
O=C1Nc2ccccc2Oc2cc([N+](=O)[O-])ccc21,8.4,-5.8,-0.9,-31.1,0.6,-10.0,-38.0,-2.0,0.615
CC(C)CC(=O)Nc1nnc(SCC(=O)Nc2ccc(F)cc2)s1,16.5,3.4,-0.7,-10.9,0.2,-10.5,54.0*,-13.4,0.366
CCO/C=C1\SC(=S)N(c2ccc(Cl)cc2)C1=O,2.2,37.9,-0.3,-32.6,0.8,-1.1,0.9,-3.8,0.256
COc1ccc(NCC(O)COc2ccc(C(C)(C)C)cc2)cc1 (centres undefined),11.7,-1.6,-1.8,-15.4,0.9,-0.9,-2.5,5.1,0.929
Cc1ccc(CNc2nc(Cl)c(C#N)s2)cc1,-10.5,-4.5,-1.9,-23.2,-0.1,-2.8,75.6*,6.6,0.635
Cc1ccc(S(=O)(=O)Nc2ccc(C(OC(=O)c3ccccc3[N+](=O)[O-])(C(F)(F)F)C(F)(F)F)cc2)cc1,10.3,8.8,2.3,-2.2,0.8,-3.6,18.6,-6.0,0.0629
Cc1cccc(C)c1NC(=O)C(=O)c1cn(C)c2ccccc12,-12.3,-4.0,-0.8,-3.2,0.5,1.8,-3.8,-2.3,-1.98
CCOC(=O)c1c(CSc2ccccc2)n(C)c2ccc(O)c(CN3CCN(C)CC3)c12,7.9,-2.8,-1.0,-16.7,0.2,-3.3,4.3,-9.3,-0.109
Cc1noc(C)c1COC(=O)C1CCN(C(=O)c2ccc(Cl)cc2)CC1,-5.8,-1.4,0.1,-21.4,0.7,-8.6,-19.4,1.4,-0.0192
Nc1nc(NCc2ccco2)nc(N2CCCCCC2)c1[N+](=O)[O-],23.5,-3.5,1.0,-1.9,0.7,-11.0,12.9,8.1,0.128
O=C(c1cnc2n(c1=O)CCS2)N1CCN(c2ccc(Cl)c(Cl)c2)CC1,4.3,-2.8,0.6,-12.4,1.0,3.5,14.4,-12.3,-0.425
COc1ccc(/C=N/NC(=O)COc2ccccc2-c2ccccc2)cc1,-2.5,-1.3,-1.1,-5.2[20 µM],-1.0,-8.9,-22.2,-0.9,-0.669
CN1C(=O)CSc2ccc(NC(=O)N3CCC(N4CCCCC4)CC3)cc21,0.9,-6.1,1.3,-22.1,0.2,5.8,22.4,-13.8,0.58
OCCNc1cnc2ccccc2n1,-11.0,-11.4,0.9,-17.8,-0.6,-2.7,-175.8,-12.8,-0.00182
O=C(CCn1cccc1)N1CCc2ccccc21,6.7,-1.1,-0.1,-22.8,0.0,-10.4,-76.9,-16.9,-0.658
O=C(CCS(=O)(=O)c1cccc2nsnc12)N1CCN(C(=O)c2ccco2)CC1,-5.1,-9.7,0.1,-24.4,1.2,0.1,-15.0,-25.5,-0.562

# Assay outcomes: PubChem, several laboratories
